Bioassay records deposited in PubChem BioAssay by several laboratories.
Tat transport: blocks Tat-dependent protein export in E. coli | E. coli MC4100 TorA-mCherry Tat export, fluorescence | inhibition, % at 10 µM | 340,000 compounds, 0.036% hits | AID 488895;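 active means mean replicate inhibition at least 50% and at least half of replicates individually reaching 50%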;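 further: exported cargo escapes ClpAP degradation while cytoplasmic cargo is degraded and loses fluorescence; 0% = median of neutral control wells and 100% = median of NaSCN control wells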
phage Ecoli inh: E. coli growth loss with phage present. growth absorbance. inhibition, % at 11.9 µM. 360,000 compounds, 0.26% hits; in the data active means inhibition above about 11%
Rtt109 Vps75: C. albicans Rtt109 histone acetyltransferase inhibition; Q5AAJ8; purified Rtt109/Vps75, ThioGlo CoA-SH fluorescence, 4 h; inhibition, % at 34.9 µM; 330,000 compounds, 0.16% hits; AID 540336;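 active means inhibition of at least 50% in every replicate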
Target sequence (Q5AAJ8 whole entry, looked up): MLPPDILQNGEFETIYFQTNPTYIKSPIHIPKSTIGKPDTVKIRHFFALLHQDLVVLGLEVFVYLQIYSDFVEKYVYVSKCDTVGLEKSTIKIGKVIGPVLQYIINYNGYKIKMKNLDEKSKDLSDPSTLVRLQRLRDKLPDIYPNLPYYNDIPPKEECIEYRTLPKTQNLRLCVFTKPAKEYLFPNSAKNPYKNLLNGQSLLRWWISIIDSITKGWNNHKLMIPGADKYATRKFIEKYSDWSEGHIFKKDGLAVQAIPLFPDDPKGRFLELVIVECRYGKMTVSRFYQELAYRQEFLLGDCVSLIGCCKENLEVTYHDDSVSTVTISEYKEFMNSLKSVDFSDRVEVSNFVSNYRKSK
DAGLB inhibitor: diacylglycerol lipase beta (human) inhibition; AID 504411; 340,000 compounds, 0.059% hits; HEK293T DAGLB membrane lysate, EnzChek fluorogenic substrate; inhibition, % at 5.17 µM; Q8NCG7; in the data active means inhibition above about 34%;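 further: 0% = enzyme with vehicle and 100% = wells lacking enzyme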
Target sequence (Q8NCG7 whole entry, looked up): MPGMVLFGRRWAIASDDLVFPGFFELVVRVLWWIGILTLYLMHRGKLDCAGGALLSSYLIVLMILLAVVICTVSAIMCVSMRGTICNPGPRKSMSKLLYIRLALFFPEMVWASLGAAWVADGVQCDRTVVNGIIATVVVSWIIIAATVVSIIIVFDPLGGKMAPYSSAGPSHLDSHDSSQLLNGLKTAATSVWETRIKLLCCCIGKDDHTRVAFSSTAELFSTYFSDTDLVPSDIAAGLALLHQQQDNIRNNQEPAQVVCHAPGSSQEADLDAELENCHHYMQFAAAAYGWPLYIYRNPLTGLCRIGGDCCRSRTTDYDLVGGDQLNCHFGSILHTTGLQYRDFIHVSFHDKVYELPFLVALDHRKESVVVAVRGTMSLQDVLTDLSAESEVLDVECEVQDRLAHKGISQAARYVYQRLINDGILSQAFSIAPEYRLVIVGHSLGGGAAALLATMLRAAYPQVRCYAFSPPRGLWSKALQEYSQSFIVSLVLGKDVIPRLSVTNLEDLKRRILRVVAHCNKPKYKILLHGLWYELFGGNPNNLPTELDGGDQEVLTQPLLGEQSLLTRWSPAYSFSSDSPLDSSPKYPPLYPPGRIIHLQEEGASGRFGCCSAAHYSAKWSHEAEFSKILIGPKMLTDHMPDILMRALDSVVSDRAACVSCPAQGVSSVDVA
AddAB inh: less growth of phage-infected E. coli with AddAB; inhibition, % at 11.9 µM; 330,000 compounds, 0.29% hits; E. coli expressing H. pylori AddAB, absorbance growth; AID 435030; in the data active means inhibition above about 12%;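 further: 0% = vehicle wells of infected cells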
E coli growth: bacterial growth inhibition, counter-screen for AddAB inhibitors | E. coli V3065 growth, OD600 absorbance, 18 h | inhibition, % at 11.9 µM | 330,000 compounds, 0.27% hits;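 active means inhibition above the campaign's mean inhibition across all tested compounds plus 3 SD, cut at about 9.9% in these data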;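 further: uninfected addAB+ strain grown without phage in ampicillin broth; 0% = DMSO wells and 100% = ciprofloxacin 0.95 µg/ml wells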
PvdQ acylase: P. aeruginosa PvdQ acylase inhibition; inhibition, % at 10 µM; purified PvdQ acylase, fluorescence plate reader; 340,000 compounds, 0.063% hits; in the data active means inhibition above about 30%, passing the limit was not always enough;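 further: 0% = vehicle neutral wells and 100% = reference inhibitor wells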
PfHsp90 set2: reduces growth (ATP signal) of yeast expressing P. falciparum Hsp90; S. cerevisiae expressing PfHsp90, BacTiter-Glo ATP, 48 h; yeast lacking PDR1 and PDR3 efflux regulators; inhibition, % at 9.4 µM; 310,000 compounds, 0.32% hits; AID 504621;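 active means every replicate shows inhibition above about 80%, whatever the replicate mean, limit read from the data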;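 further: 0% = DMSO neutral controls and 100% = 20 µM radicicol positive controls; yeast relying on Plasmodium falciparum Hsp90 in place of its own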
CAL PDZ FP: inhibitors of human CAL PDZ peptide binding; purified CAL PDZ, TMR-peptide fluorescence polarization, 1 h; Q9HD26; 330,000 compounds, 0.02% hits; inhibition, % at 20 µM;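 active means highest replicate inhibition of at least 40%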;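 further: plate controls were DMSO neutral control wells for no effect and unlabeled competitor peptide control wells for full effect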
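Material – purified CerCALP PDZ construct · Detection – FP readout, S and P plane fluorescence · Measure – percent inhibition from loss of millipolarization · Controls – unlabelled peptide for full inhibition, DMSO wells as neutral · Probe or stimulus – TMR-labelled reporter peptide T*-PRC34 bound in PDZ groove · Times – 1 h at RT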
Wnt act: activates Wnt/beta-catenin signaling in a reporter cell assay; activator, plate reader; activation, % at 9.35 µM; 300,000 compounds, 1.2% hits; AID 743398; in the data active means activation above about 30%, passing the limit was not always enough;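 further: 0% = neutral control wells and 100% = positive control wells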
Numbers without * were called inactive; i = inactive; · = not tested or not shown. Random draw from the library; any-hit rate near 1.9%.

entry	Molecule	Tat transport	phage Ecoli inh	Rtt109 Vps75	DAGLB inhibitor	AddAB inh	E coli growth	PvdQ acylase	PfHsp90 set2	CAL PDZ FP	Wnt act
1	CC1(C)CC(NC(=S)NC2CC2)CC(C)(C)N1	-6.2	4.7	-2.7	-0.1	2.1	0.9	1.1	21.9	-3.3	0.3
2	Cc1[nH]nc2c1C(c1ccccc1)C1=C(CC(C)(C)CC1=O)N2 (stereo not drawn)	-4.1	·	i	2.0	i	-1.1	-9.6	25.9	i	-6.1
3	O=C(NNC(=O)c1cc(-c2ccco2)nc2ccccc12)c1ccccc1	-3.1	2.0	-61.5	-3.7	-0.8	-2.6	-8.1	-0.5	-2.4	1.6
4	COc1cc(COCC(O)CN2CCN(CCN3C(=O)c4cccc5cccc(c45)C3=O)CC2)cc(OC)c1OC (stereo not drawn)	7.4	2.5	-5.1	1.7	-0.2	-1.6	-6.0	7.9	-2.3	-1.0
5	CC1=C(C)CC(C(=O)NNC(=O)c2csc(C)c2C)C(C(=O)O)C1 (stereo not drawn)	-2.0	4.5	0.1	-0.1	-0.2	0.5	-8.3	5.6	-0.9	3.2
6	Cc1nn(C)cc1/C=C1\SC(=S)NC1=O	0.4	2.7	4.9	0.5	-0.5	-1.7	-6.4	·	-1.6	·
7	O=C(NCc1cccc(Cl)c1)C1CCN(S(=O)(=O)c2ccc(F)cc2)CC1	1.8	3.2	-8.4	-1.4	2.3	1.0	-12.2	3.0	0.2	-2.7
8	CCn1nc(C)c(CNC(=O)CC2C(=O)NCCN2Cc2ccc(C)o2)c1C (stereo not drawn)	-7.3	1.2	-4.0	-2.2	0.9	-1.2	-4.2	1.4	-0.3	-2.7
9	COc1ccc(OCCC(=O)OCC(=O)NCCc2ccccc2)cc1	20.1	2.2	-2.3	-2.2	-0.5	-0.1	-9.7	-7.9	-2.2	-0.5
10	N#C/C(=C/c1ccc(N2CCOCC2)o1)C(=O)NC1CCCCC1	10.2	5.9	1.0	-5.9	1.2	0.4	20.1	-3.3	-2.2	19.2
11	O=C(O)CCCn1c(O)c(C=C2N=c3ccccc3=N2)sc1=S	1.0	-0.5	14.6	2.6	-1.5	0.3	-13.2	-32.2	0.5	3.8
12	S=C(NCCN1CCOCC1)NC1CCCCC1	5.2	1.8	-5.5	-2.3	1.2	0.0	-14.1	-15.8	-0.8	4.9
13	Cc1ccc(NC(=O)Cc2ccc(Cl)c(Cl)c2)cc1S(=O)(=O)N(C)C	21.9	4.8	-6.9	-12.5	4.8	0.6	5.3	2.2	-0.1	-2.0
14	CCN(c1ccccc1)S(=O)(=O)c1cc2c3c(c1)C(C)C(=O)N3CCC2 (stereo not drawn)	-3.1	0.2	-7.8	-2.7	1.6	-1.1	-17.9	3.5	-1.3	11.7
15	Cc1ccsc1/C=N/NC(=O)Cc1cccn1C	-4.1	2.5	-2.8	-0.5	4.0	-1.5	10.8	-16.9	-0.3	2.3
16	COc1ccc(C(=O)Cn2nnc(-c3ccccc3NC(=O)c3ccco3)n2)cc1	-2.9	3.1	3.1	-2.3	1.3	0.6	-5.5	-5.5	-0.9	·
17	COC(=O)c1cc(S(=O)(=O)N2CCN(c3ccc(C(C)=O)cc3)CC2)cn1C	3.0	4.0	-0.2	1.9	3.2	0.8	-12.5	-13.3	-2.2	-1.2
18	O=C(NCC1CCCO1)c1onc(CSc2ccc(F)c(F)c2)c1C(=O)O (stereo not drawn)	-5.7	0.8	-2.5	2.5	1.0	-1.2	-8.0	-20.2	-0.9	2.5
19	Cc1c(CN2CCCCC2C)c(=O)n(-c2ccccc2)n1C (stereo not drawn)	-2.1	3.8	-13.4	4.3	1.7	-0.6	-9.0	-6.3	-1.7	·
20	COc1ccc(NC(=O)CCS(=O)(=O)c2ccc3c(c2)CCCN3C(C)=O)cc1	-7.3	1.1	-1.2	-0.7	1.8	1.3	-15.6	9.0	0.5	-7.1
21	N/C(Cc1nc2ccccc2s1)=N\O	-8.0	-0.2	1.0	-0.7	-0.8	-1.2	1.3	0.4	0.6	3.5
22	Cc1ccc(OCCCCn2ccnc2)c([N+](=O)[O-])c1	8.2	0.7	·	-2.9	2.6	1.1	7.7	2.8	-3.0	0.2
23	O=C1CC(N2CCOCC2)C(=O)N1CCN1C(=O)CC(N2CCOCC2)C1=O (stereo not drawn)	4.5	0.4	14.4	-1.2	3.9	0.8	-10.5	22.4	0.0	-2.2
24	CN(C)S(=O)(=O)c1cccc(NC(=O)COC(=O)C2(c3ccccc3F)CCCC2)c1	3.7	1.7	-8.9	-6.4	0.0	0.6	-13.8	-22.5	-0.9	-2.1
25	CCCOc1ccc(C(=O)C(CCC(CNCC)C(=O)c2ccc(OCCC)cc2)CNCC)cc1 (stereo not drawn)	8.8	7.1	27.9	3.7	·	·	-26.4	18.2	-1.0	-20.8
26	CCCCN(CC)CCCNC(=O)c1cn(CC)c2ccc(S(=O)(=O)N3CCc4ccccc4C3)cc2c1=O	2.0	0.1	19.4	0.8	-1.0	0.3	18.0	12.5	-11.5	-1.3
27	CC(C)(C)c1ccc(C(=O)C2CCCN(C(=O)c3ccccn3)C2)cc1 (stereo not drawn)	-2.5	2.7	-1.5	-0.4	·	·	-9.1	-3.2	-1.5	16.5
28	Cn1cnnc1Sc1ccc(/C=C(\CC(=O)O)c2nc3ccccc3s2)cc1[N+](=O)[O-]	-0.6	1.2	8.9	-1.4	-2.0	-0.1	-5.2	18.2	-2.6	-2.4
29	COc1ccc(C2(CNC(=O)CCC(=O)O)CCCC2)cc1	-9.7	1.4	10.9	0.4	1.4	-1.8	-10.9	-3.6	-1.1	-2.6
30	CCOP1(=O)OCC2OC(n3cnc4c(N)ncnc43)C(O)C2O1 (stereo not drawn)	4.6	3.4	35.1	-10.2	1.9	0.8	2.0	14.0	1.7	24.7
31	Cc1ccc(S(=O)(=O)N2CCN(C(=O)CCC(=O)NCCc3ccc(F)cc3)CC2)cc1	-6.4	2.9	1.7	0.3	5.7	-0.1	3.1	-9.0	0.1	-0.8
32	CCCCSCCCNC(=O)CS(=O)Cc1nc(-c2cccc(C)c2)oc1C (stereo not drawn)	2.5	2.0	0.0	-2.4	-0.5	-1.7	-18.2	2.7	-0.7	·
33	COc1ccc(NS(=O)(=O)c2ccc3nc(COc4ccc5ccccc5c4)[nH]c3c2)cc1	3.0	0.6	-3.7	0.6	4.0	0.9	0.3	10.9	-0.7	·
34	Cc1cc(C)cc(NC(=S)N2CCN(c3ccccn3)CC2)c1	-11.1	2.7	-1.9	0.0	-0.1	1.9	-10.3	-19.8	-0.9	0.1
35	CC(=O)Nc1ccc(NC(=O)CNC(=O)c2cccc(C)c2)cc1	1.4	2.3	0.9	0.7	3.0	2.8	-3.8	5.4	-1.5	4.0
36	COc1ccc(-n2ncc3c2CC(C)(C)CC3NC(=O)c2cn[nH]c2)cc1 (stereo not drawn)	-0.6	4.1	8.8	4.2	·	·	-3.2	6.5	-0.9	-1.7
37	Cc1cccc(NC(=O)CCN2C(=O)c3ccccc3C2=O)n1	0.4	-1.6	-6.0	1.2	-0.5	2.2	-16.1	7.5	0.0	-2.0
38	O=C(c1ccc(NC(=S)NCc2ccc(Cl)cc2)cc1)N1CCCCC1	3.0	3.7	0.7	0.4	-0.2	1.1	-15.3	1.1	-0.1	-2.8
39	O=C(COC(=O)C1CCN(c2ccc(C(F)(F)F)cn2)CC1)c1ccccc1Cl	9.6	4.0	-1.8	-2.8	-1.0	0.1	-5.2	·	-1.9	-2.1
40	CC(O)Cc1cn(CC(=O)N2CCNCC2)nn1 (stereo not drawn)	-4.4	2.1	-7.4	0.5	1.7	-0.3	-11.8	-3.6	0.6	2.2
41	COc1ccc(C)cc1S(=O)(=O)N1CCCCCC1	-2.6	1.4	-7.6	6.1	0.1	3.7	-14.0	-5.0	-1.5	1.2
42	COCc1ccc(C(=O)NC2CCSc3ccccc32)cc1 (stereo not drawn)	8.3	5.0	-3.7	0.9	1.4	-1.3	-9.4	-26.2	-1.3	1.4
43	CCc1ccccc1Oc1coc2cc(O)ccc2c1=O	1.0	1.4	-5.6	-2.1	-0.8	0.8	6.7	1.8	-1.3	4.7
44	COCCNC(=O)c1ccccc1NC(=O)c1ccccc1SC	-7.5	2.1	2.9	-1.1	0.3	1.3	1.3	5.0	-1.1	0.5
45	Cc1nn(-c2ccccc2)c(Cl)c1C(=O)Nc1c(C)n(C)n(-c2ccccc2)c1=O	1.9	1.5	-3.6	3.8	2.5	1.2	-4.1	32.5	-2.0	·
46	CCOc1ccc(/C=C/C(O)=C2/C(=O)NC3(C)CC2c2ccccc2O3)cc1OC (stereo not drawn)	-3.1	2.1	-12.7	3.9	1.4	1.3	-1.8	-1.0	0.1	-12.1
47	C=CCn1c(SCC(=O)N2CCN(CCO)CC2)nc2sc3c(c2c1=O)CCC3	-3.1	2.4	0.0	4.3	0.5	1.8	-4.2	17.7	-2.3	-2.2

Quoted at random: two records from the list
entry	Molecule	Tat transport	phage Ecoli inh	Rtt109 Vps75	DAGLB inhibitor	AddAB inh	E coli growth	PvdQ acylase	PfHsp90 set2	CAL PDZ FP	Wnt act
42	COCc1ccc(C(=O)NC2CCSc3ccccc32)cc1 (stereo not drawn)	8.3	5.0	-3.7	0.9	1.4	-1.3	-9.4	-26.2	-1.3	1.4
32	CCCCSCCCNC(=O)CS(=O)Cc1nc(-c2cccc(C)c2)oc1C (stereo not drawn)	2.5	2.0	0.0	-2.4	-0.5	-1.7	-18.2	2.7	-0.7	·

Grouped by structure, the entries above with a halogen (8)
entry	Molecule	Tat transport	phage Ecoli inh	Rtt109 Vps75	DAGLB inhibitor	AddAB inh	E coli growth	PvdQ acylase	PfHsp90 set2	CAL PDZ FP	Wnt act
7	O=C(NCc1cccc(Cl)c1)C1CCN(S(=O)(=O)c2ccc(F)cc2)CC1	1.8	3.2	-8.4	-1.4	2.3	1.0	-12.2	3.0	0.2	-2.7
13	Cc1ccc(NC(=O)Cc2ccc(Cl)c(Cl)c2)cc1S(=O)(=O)N(C)C	21.9	4.8	-6.9	-12.5	4.8	0.6	5.3	2.2	-0.1	-2.0
18	O=C(NCC1CCCO1)c1onc(CSc2ccc(F)c(F)c2)c1C(=O)O (stereo not drawn)	-5.7	0.8	-2.5	2.5	1.0	-1.2	-8.0	-20.2	-0.9	2.5
24	CN(C)S(=O)(=O)c1cccc(NC(=O)COC(=O)C2(c3ccccc3F)CCCC2)c1	3.7	1.7	-8.9	-6.4	0.0	0.6	-13.8	-22.5	-0.9	-2.1
31	Cc1ccc(S(=O)(=O)N2CCN(C(=O)CCC(=O)NCCc3ccc(F)cc3)CC2)cc1	-6.4	2.9	1.7	0.3	5.7	-0.1	3.1	-9.0	0.1	-0.8
38	O=C(c1ccc(NC(=S)NCc2ccc(Cl)cc2)cc1)N1CCCCC1	3.0	3.7	0.7	0.4	-0.2	1.1	-15.3	1.1	-0.1	-2.8
39	O=C(COC(=O)C1CCN(c2ccc(C(F)(F)F)cn2)CC1)c1ccccc1Cl	9.6	4.0	-1.8	-2.8	-1.0	0.1	-5.2	·	-1.9	-2.1
45	Cc1nn(-c2ccccc2)c(Cl)c1C(=O)Nc1c(C)n(C)n(-c2ccccc2)c1=O	1.9	1.5	-3.6	3.8	2.5	1.2	-4.1	32.5	-2.0	·
